ERK EGF inh: EGF-driven ERK pathway inhibition. HEK293-V1b, EGF-stimulated phospho-ERK AlphaScreen. Potency, µM (titrated, usually from 11.5 µM), for inactives: at the top dose activity change, negative = inhibition, usual class: inhibitors. AID 1454. hit rate 0.41% among 130,000; active means well fitted inhibition curve with a large enough effect; inconclusive means small, poorly fitted or top-dose-only effect, or effect the other way;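 further: plate controls were stimulated vehicle wells for no effect and unstimulated vehicle basal for full effect; nearly all actives have a fitted effect of over 55% in size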
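In this qHTS, HEK293 cells with stable type-1 vasopressin (V1b) receptor were exposed to compound at 37C for 30 min, stimulated 5 min with EGF at 25 nM, lysed, and probed for phospho-ERK by AlphaScreen.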
* hit, by the source's call; ? = inconclusive; & = joins results of further samples; [ ] = dose if it differs, or a comment. Potency means the concentration at half of the fitted maximal effect. Some of the compounds tested (hit frequency here may not be typical).

SMILES | ERK EGF inh
COC(=O)N1CCC[C@@]2(CCN(C(=O)Nc3ccc(OC)cc3)C2)C1 | -5.1%
CC1(C)Oc2ccc3ccc(=O)oc3c2/C(=C/Nc2ccc(O)cc2)C1=O | -0.6%
CC1(c2nnc(-c3ccccc3)o2)CC(c2ccncc2)=NO1 (stereo unspecified) | -2.7%[57.5 µM]
O=C(O)CN1C(c2ccccc2O)Nc2ccc(Br)cc2C1c1ccccc1 (stereo unspecified) | 3.3%
COc1ccc(C(=O)Nc2cccc(-c3cc4ccccc4oc3=O)c2)cc1[N+](=O)[O-] | 8.6%
COc1ccccc1C(=O)N/C(=C\c1ccc(Br)cc1)C(=O)N1CCCC1 | 5.7%[57.5 µM]
COc1cc(/C=C/C(=O)O)cc(S(=O)(=O)Nc2ccccc2Oc2ccccc2)c1OC | -3.2%[57.5 µM]
CNC(=S)N/N=C/c1ccc(-c2cc([N+](=O)[O-])ccc2Cl)o1 | 0.6%
CC(=O)NC(CC(=O)Nc1nc(C)cs1)c1ccccc1 (stereo unspecified) | 9.7%
CCNC(=O)COc1ccc(C=O)cc1OC | -1.9%
O=C(O/N=C(\c1ccccc1)c1ccncc1)c1ccccc1Cl | 2.8%
Cc1ccc(S(=O)(=O)N(C)c2c(C)ccc(S(=O)(=O)N3CCN(C)CC3)c2C)cc1 | -15.1%
Cc1ccc(S(=O)(=O)NCC(=O)OCC(=O)Nc2cccc(S(=O)(=O)NC3=NCCCCC3)c2)cc1 | -13.9%
Cc1cccc(-c2nc3ccccc3c(=O)n2NC(=O)c2ccc([N+](=O)[O-])c(C)c2)c1 | 9.2%
Cc1nonc1C(=O)N/N=C/c1ccccc1 | -9.8%
C/C=C\C=C\C(=O)N1CC2(CC(c3cccc(NC(=O)/C(C)=C\C)c3)=NO2)C[C@H]1C(N)=O (stereo partly specified) | -3.5%[57.5 µM]
O=C(NC(=O)N1CCN(c2ccccc2)CC1)c1ccc(Cl)cc1 | 0.8%
C/C(=N/NC(=O)CNC(=O)C1COc2ccccc2O1)c1ccc2c(c1)OCCO2 (stereo unspecified) | 1.0%
O=C(CSc1nccc(=O)[nH]1)c1cc2ccccc2o1 | 0.6%[57.5 µM]
CN(Cc1nc(Cc2ccccc2F)no1)CC1(N2CCOCC2)CCCCC1 | -8.0%[57.5 µM]
COc1ccc(CC2(C)OC(c3ccc(C)cc3)=NN2C(C)=O)cc1 (stereo unspecified) | 9.1%
Cn1c(=O)c(C(=O)COC(=O)c2cc(C3CC3)nc3ccccc23)c(N)n(Cc2ccccc2)c1=O | -2.8%&-1.1%
O=C(COC(=O)CCc1ccc(S(=O)(=O)N2CCOCC2)cc1)NC1CCCC1 | 7.3%
Cc1cc(C)cc(NC(=O)CN(c2ccc(F)cc2)S(C)(=O)=O)c1 | 0.6%
Cc1c(NC(=O)Cn2cc([N+](=O)[O-])cn2)c(=O)n(-c2ccccc2)n1C | 24.0%
CCN(CC)S(=O)(=O)c1ccc(OC(C)C)c(N)c1 | 3.0%
CN(C)/C=N/S(=O)(=O)c1ccc(Cl)cc1 | 0.7%
Cc1nnc(Nc2ccc(C(=O)O)cc2)[nH]c1=O | -1.2%
CC(C)(C)NCC(O)c1cc(O)cc(O)c1 (stereo unspecified) | -8.2%[57.5 µM]
C=CCSc1nc2[nH]ncc2c(=O)[nH]1 | -3.0%
COc1cc(O)c(C(=O)/C=C/c2ccc(O)c(OC)c2)c(OC)c1 | 8.7%
CCCc1cc(=O)[nH]c(SCC(=O)Nc2ccc([N+](=O)[O-])cc2C#N)n1 | 7.6%[57.5 µM]
COc1ccc(NC(=O)CC2C(=O)NCCN2C(=O)c2ccccc2)cc1 (stereo unspecified) | -8.2%[57.5 µM]
Nc1cnn(Cc2ccc(F)cc2)c1 | -5.6%
CCc1ccc(OCC(=O)Nc2ncn[nH]2)cc1 | -6.4%
O=C(/C=C/c1ccc(Cl)cc1)N1CCN(c2c(Cl)cccc2[N+](=O)[O-])CC1 | 4.0%
CCCC(C)C(=O)Nc1cc([N+](=O)[O-])ccc1Cl (stereo unspecified) | -13.9%
CN(c1ccccc1)S(=O)(=O)c1ccc(Cl)c(C(=O)OCC(N)=O)c1 | 6.0%
CC(C)(C)CC(C)(C)NCC(=O)Nc1c2c(nc3ccccc13)CCC2 | 16.1%
COc1ccc(Cl)cc1NC(=O)c1cc(-c2cc(C)ccc2O)n[nH]1 | -3.0%[57.5 µM]
CC(C)CNC(=S)N1CCC(c2nc(-c3ccc(F)cc3)no2)CC1 | 2.9%
O=S(=O)(c1ccc(Cl)cc1)N1CCC(n2cccc2)CC1 | -11.7%[57.5 µM]
CCOC(=O)C1(CCCc2ccccc2)CCN(C(=O)c2cncs2)CC1 | -6.2%
COc1ccc(/C=N/N=C/c2c[nH]c(=O)c(C#N)c2Nc2ccccc2)cc1 | 2.5%
CC(=O)Nc1cnc(NC(=O)c2cccc(F)c2)cc1C | 9.4%
O=c1cc(-c2ccccc2)oc2cc(O)cc(O)c12 | -6.5%
O=C(O)Cn1nnc2ccccc21 | 12.5%[57.5 µM]
CC(C)(C)C1CCC(=NNC(=O)c2ccc(Br)o2)CC1 (stereo unspecified) | 12.0%
COC(=O)N1CCC2(CCCN(C(=O)Nc3cccc(F)c3)C2)CC1 | 10.2%
CS(=O)(=O)Nc1cccc(-c2nc(N3CCOCC3)c3ccccc3n2)c1 | 14.4%
O=C(c1ccccc1NS(=O)(=O)c1ccc2c(c1)OCCO2)N1CCOCC1 | -2.4%
Cc1cc([N+](=O)[O-])ccc1NC(=O)CSc1nccc(=O)[nH]1 | 4.1%
O=C(Nc1cccc(F)c1)c1ccc(Br)o1 | 4.1%
CC(Oc1ccc(Cl)cc1)c1ccn[nH]1 (stereo unspecified) | 2.1%
CC1(C)Cc2cccc(C(=O)NCc3ccco3)c2O1 | -3.7%[57.5 µM]
COc1cccc(C2CC(c3c(F)cccc3Cl)n3nc(N)nc3N2)c1 (stereo unspecified) | 2.5%
COC(=O)c1cc(NC(=O)c2nn(C)c(=O)c3ccccc23)cc(C(=O)OC)c1 | -7.1%
CCOc1ccc(CNC(=O)c2ccc(Sc3ccc(Cl)cc3)c(NC(C)=O)c2)cc1OC | -5.3%
OCCNc1nc(-c2ccccc2)c2cc(Cl)ccc2n1 | 1.3%
O=C(O)CCc1nn2c3ccccc3n(Cc3ccccc3F)c2nc1=O | -7.0%

Five entries already listed, ordered by the value under ERK EGF inh, high to low.
Compound	ERK EGF inh
CS(=O)(=O)Nc1cccc(-c2nc(N3CCOCC3)c3ccccc3n2)c1	14.4%
COc1cccc(C2CC(c3c(F)cccc3Cl)n3nc(N)nc3N2)c1 (stereo unspecified)	2.5%
O=C(c1ccccc1NS(=O)(=O)c1ccc2c(c1)OCCO2)N1CCOCC1	-2.4%
CCOc1ccc(CNC(=O)c2ccc(Sc3ccc(Cl)cc3)c(NC(C)=O)c2)cc1OC	-5.3%
COC(=O)c1cc(NC(=O)c2nn(C)c(=O)c3ccccc23)cc(C(=O)OC)c1	-7.1%

(continued)
SMILES | ERK EGF inh
CN1CCC(OC(c2ccccc2)c2ccccc2)CC1 | 9.4%
CNC(=O)c1cc2c(s1)-c1ccccc1CC2 | -6.4%
Cc1cccc(C)c1Nc1c(-c2ccccc2O)nc2ncccn12 | -11.3%[57.5 µM]
CCCCCCn1nc(C(=O)OCC(=O)NC2CCS(=O)(=O)C2)c2ccccc2c1=O (stereo unspecified) | -7.0%
O=C(Cn1cnc2ccccc2c1=O)Nc1cccc(S(=O)(=O)N2CCCCC2)c1 | 14.9%[57.5 µM]
Cn1c(SCC(=O)c2ccc(F)cc2)nnc1-c1cccnc1 | -0.5%
CC(=O)N1N=C(c2ccncc2)OC12CCCCCC2 | 2.3%
Cc1cc(C)c(S(=O)(=O)N2CCCCCC2)cc1Br | -1.0%
Cc1ccc(C(=O)OCC(=O)Nc2cccc(S(=O)(=O)NC3=NCCCCC3)c2)c(C)c1 | 6.3%
Cn1c(SCC(=O)Nc2ccccc2)nc2c([nH]c3ccccc32)c1=O | -12.8%
COc1ccc(-c2[nH]c(-c3ccc(SC)cc3)nc2SCC(=O)Nc2nccs2)cc1 | 3.4%
O=C(/C=C/c1ccccc1)Nc1cccnc1Oc1ccccc1F | 13.0%[57.5 µM]

For convenience, part of the list above.
SMILES | ERK EGF inh
CCCCCCn1nc(C(=O)OCC(=O)NC2CCS(=O)(=O)C2)c2ccccc2c1=O (stereo unspecified) | -7.0%
O=C(Cn1cnc2ccccc2c1=O)Nc1cccc(S(=O)(=O)N2CCCCC2)c1 | 14.9%[57.5 µM]
Cn1c(SCC(=O)c2ccc(F)cc2)nnc1-c1cccnc1 | -0.5%
CC(=O)N1N=C(c2ccncc2)OC12CCCCCC2 | 2.3%

(cont.)
SMILES | ERK EGF inh
O=[N+]([O-])c1ccc(S(=O)(=O)CC(CN2CCOCC2)N2CCOCC2)cc1 (stereo unspecified) | 29.8%
C/C(=C/C(=O)Nc1cccc(F)c1)N1CCCC1 | -10.1%
COc1ccc(C(=O)NNC(=O)c2ccc(C(C)(C)C)cc2)cc1 | 4.8%
COc1cc(OC)c(OC)cc1CN1CCN(S(=O)(=O)c2ccc(NC(C)=O)cc2)CC1 | -4.3%
O=C(Nc1ccc2[nH]c(=O)[nH]c2c1)Nc1ccc(F)cc1F | -14.4%[57.5 µM]
Cc1cc(C)cc(CC2CC(=O)N(c3cc(C)on3)C2=O)c1 (stereo unspecified) | 7.3%
COC(=O)[C@@H](NC(=O)NC1CCCCC1C)C(C)C (stereo partly specified) | 1.9%[57.5 µM]
CCC(C)n1c(SCc2ccccc2)nc2ccsc2c1=O (stereo unspecified) | -3.6%
Cc1ccc(-n2c(C)cc(C(=O)CN3C(=O)C(=O)N(C4CCCC4)C3=O)c2C)cc1 | 2.6%
c1ccc([C@H]2CN3CCSC3=N2)cc1 | -2.8%
O=C(O)c1cccc(-n2cccc2C=C2C(=O)c3ccccc3C2=O)c1 | 0.3%[57.5 µM]
CN(CCc1ccccn1)C(=O)CCC1CCCN(C(=O)c2cscn2)C1 (stereo unspecified) | 3.5%[57.5 µM]
COCCNC(=O)CC(=O)N/N=C/c1cccc(C(=O)OC)c1 | 3.8%
Cc1nc2ccccc2c(=O)n1NC(=O)c1cc(Br)ccc1Cl | 12.0%[57.5 µM]
COCCNc1nc2c(S(=O)(=O)c3cc(C)ccc3C)nnn2c2ccccc12 | 4.4%
CC(=O)Nc1ccc(CNC(=O)C[N+]2(C)CCOCC2)cc1 | -6.8%
CS(=O)(=O)N1CCN(c2ccc([N+](=O)[O-])c(NCc3ccc(Cl)cc3)c2)CC1 | 0.9%
COc1ccc(OC)c(/C=C/C(=O)N(C)CC(=O)Nc2cc(C)ccc2C)c1 | 0.6%
CCN1CCN(C(=O)CN(C)S(=O)(=O)c2ccc3ccccc3c2)CC1 | -5.4%
Cc1nc(CNC(=O)CC2C(=O)NCCN2Cc2ccoc2)nc2c1CCCC2 (stereo unspecified) | -1.3%[57.5 µM]
COc1ccccc1C(CC(=O)c1ccccc1)CC(=O)c1ccccc1 | 1.9%
Cc1oc(-c2cccc(C(F)(F)F)c2)nc1CN1CCC[C@H]1CO | -11.4%
CCOC(=O)c1cc(C(=O)c2cc(Cl)ccc2O)coc1=N | 7.8%
CCN(c1ccc(OCC(=O)OCC(=O)Nc2ccc(F)c(F)c2F)cc1)S(=O)(=O)c1ccccc1 | -2.4%
CC(=O)Nc1ccc(NC(=O)C(C)n2nc(C)c([N+](=O)[O-])c2C)cc1 (stereo unspecified) | 0.7%
COc1ccc(N=C2NC(=O)CS2)c([N+](=O)[O-])c1 | 3.2%
Cc1ccc(C)c(NC(=O)Cn2cnc3c(oc4ccccc43)c2=O)c1 | -1.1%
COc1cccc(NC(=S)N(Cc2ccc(Cl)cc2)Cc2ccc(C(=O)O)cc2)c1 | 8.4%[57.5 µM]
c1ccc(-c2csc3ncnc(NCc4ccccn4)c23)cc1 | ?
O=C(/C=C/c1ccccc1Cl)Nc1ccc(S(=O)(=O)Nc2ncccn2)cc1 | 8.1%
O=C(Nc1ccccc1Cl)N1CCN(Cc2ccc3c(c2)OCO3)CC1 | -0.5%
Cc1cc(C)cc(N(CC(=O)NC2CCCC2)S(=O)(=O)c2c(C)[nH]c(=O)[nH]c2=O)c1 | -17.5%[57.5 µM]
Cn1nc(C(=O)OCC(=O)NC2CCS(=O)(=O)C2)c2ccccc2c1=O (stereo unspecified) | 4.1%
Cc1cc(N2CCOCC2)n2cc(-c3ccccc3)nc2n1 | 0.7%
CCn1c(CNC(=O)c2ccc(OC)c(OC)c2)nnc1SCC(=O)Nc1ccccc1 | 6.2%
Cc1ccc(NC(=O)c2c(C)nc3sc(C(=O)NC4CCCC4)c(N)c3c2-c2ccco2)c(C)c1 | -4.1%
CCN(CC)CCCNC(=O)c1ccc(N2CCCCC2)c(NS(=O)(=O)c2ccc(C)cc2)c1 | 1.2%
Cc1[nH]c2ccccc2c1/C=N/NC(=O)CCC(=O)Nc1ccccc1 | -4.9%
CSCC(=O)NS(=O)(=O)c1ccc(C)cc1 | 3.2%
Cc1ccnc2nc(C(=O)OCC(=O)c3c[nH]c4ccccc34)nn12 | 7.2%[57.5 µM]
COC(=O)c1c(NC(=O)CN2C(=O)NC3(CCC(C(C)(C)C)CC3)C2=O)sc2c1CCCCC2 (stereo unspecified) | 4.7%
Cc1ccc(-c2cc(C(F)(F)F)n3ncc(C(=O)N4CCCCC4c4cccnc4)c3n2)cc1 (stereo unspecified) | -5.8%
CC(C)c1nc2oc3c(N(C)CCO)ncnc3c2c2c1CCC2 | 2.4%[57.5 µM]
Cc1cc(-c2n[nH]c(=S)n2-c2ccccc2)nn1C | 12.3%
Cc1cc(C)cc(NC(=O)CSc2ncc(S(=O)(=O)c3ccccc3)c(=O)[nH]2)c1 | -1.0%
O=C(OCCN1C(=O)c2cccc3c(N4CCOCC4)ccc(c23)C1=O)c1ccc(Cl)cc1Cl | ?
O=C(CSCc1ccc(Cl)cc1)Nc1cc([N+](=O)[O-])ccc1O | -19.1%
COc1ccc(C2=CC3=C(Br)C(=O)C(C)(OC(=O)CCc4ccccc4)C(=O)C3=CO2)cc1 (stereo unspecified) | 6.5%

Compound activity as filed in PubChem.
